Screening data (PubChem)
Rin1-Abl PPI inh: blocks binding of human Rin1 to Abl; P00519+Q13671; 360,000 compounds, 0.4% hits; AID 588664; TR-FRET Rin1/Abl binding, biochemical; inhibition, % at 7.35 µM; in the data active = inhibition above about 5%, passing the limit was not always enough
CSN deneddyl inh: CSN deneddylation inhibition | Q92905 | Purified CSN, SCF-Nedd8-OG deneddylation, fluorescence polarization | inhibition, % at 12.5 µM | 360,000 compounds, 0.38% hits | AID 651999;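 active = pattern-corrected inhibition above about 35%, with an unprinted fluorescence ratio check between 0.5 and 1.5, limit read from the data, passing the limit was not always enough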;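 note: 0% = enzyme with substrate and 100% = substrate without enzyme; some results filed as inactive read as strong as hits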
Target sequence (Q92905 whole entry, looked up, one chain of several): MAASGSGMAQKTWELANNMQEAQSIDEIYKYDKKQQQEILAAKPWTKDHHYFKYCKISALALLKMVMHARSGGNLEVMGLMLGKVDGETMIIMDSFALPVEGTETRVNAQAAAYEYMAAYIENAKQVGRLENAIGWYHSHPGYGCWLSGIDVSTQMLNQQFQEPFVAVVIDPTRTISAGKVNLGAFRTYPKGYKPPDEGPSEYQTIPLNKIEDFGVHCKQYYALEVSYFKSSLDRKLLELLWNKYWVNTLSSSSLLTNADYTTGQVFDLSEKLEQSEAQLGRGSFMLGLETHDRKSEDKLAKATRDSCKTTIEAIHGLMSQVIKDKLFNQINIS
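Test system: Human Csn5 produced in HEK293T cells | Compound: 12.5 µM single point | Times: 90 min, room temperature | Signal: Fluorescence polarization readout | Read-out basis: % inhibition of substrate cleavage by Csn5 | Controls: no-enzyme wells high, enzyme-with-substrate wells low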
eLon inh: E. coli protease La inhibition. inhibition, % at 7.94 µM. 360,000 compounds, 0.42% hits. P0A9M0. AID 602123. purified E. coli Lon protease, fluorescence polarization; in the data active = inhibition above about 13%, passing the limit was not always enough;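 note: 0% = enzyme with probe and DMSO and 100% = no enzyme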
MLLE-PAM2 inh: inhibitors of microRNA-mediated deadenylation, human PABP1 MLLE binding. P11940. 360,000 compounds, 0.36% hits. GST-MLLE / FITC-PAM2 fluorescence polarization. inhibition, % at 20 µM; in the data active = inhibition above about 35%, passing the limit was not always enough;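 note: plate controls were DMSO wells with GST-MLLE for no effect and wells lacking GST-MLLE protein for full effect; some results filed as inactive read as strong as hits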
MsrA inh: inhibitors of bovine MsrA; purified bovine MsrA, absorbance read-out; inhibition, % at 15.5 µM; 360,000 compounds, 0.75% hits; AID 651718; in the data active = inhibition above about 4.5%;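 note: 0% = vehicle wells with enzyme and 100% = reference inhibitor wells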
Neddylation inh: blocks human cullin neddylation; P61081+Q13564; TR-FRET cullin neddylation, biochemical; calls only at 25 µM; 360,000 compounds, 0.58% hits; in the data active = inhibition above about 36%
Target sequence (P61081 whole entry, looked up): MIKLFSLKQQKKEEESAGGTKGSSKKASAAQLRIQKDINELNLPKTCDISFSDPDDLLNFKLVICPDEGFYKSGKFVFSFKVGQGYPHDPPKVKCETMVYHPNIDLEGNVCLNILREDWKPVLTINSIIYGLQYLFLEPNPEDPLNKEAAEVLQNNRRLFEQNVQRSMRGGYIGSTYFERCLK
Target sequence (Q13564 whole entry, looked up): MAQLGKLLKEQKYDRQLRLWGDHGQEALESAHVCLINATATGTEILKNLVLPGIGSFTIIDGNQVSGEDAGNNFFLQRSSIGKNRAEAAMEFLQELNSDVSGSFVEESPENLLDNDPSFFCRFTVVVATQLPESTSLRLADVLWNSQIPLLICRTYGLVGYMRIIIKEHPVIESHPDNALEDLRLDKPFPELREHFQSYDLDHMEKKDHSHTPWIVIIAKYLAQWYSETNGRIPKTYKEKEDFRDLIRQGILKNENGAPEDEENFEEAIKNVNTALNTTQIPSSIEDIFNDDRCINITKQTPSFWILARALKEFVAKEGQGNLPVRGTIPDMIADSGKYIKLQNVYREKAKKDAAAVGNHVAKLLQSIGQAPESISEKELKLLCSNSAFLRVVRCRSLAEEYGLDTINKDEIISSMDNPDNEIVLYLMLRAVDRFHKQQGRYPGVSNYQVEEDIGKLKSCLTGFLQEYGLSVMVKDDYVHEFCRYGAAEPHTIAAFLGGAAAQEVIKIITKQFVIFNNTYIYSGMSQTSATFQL
Tb MetRS inh: blocks T. brucei methionyl-tRNA synthetase activity; purified T. brucei MetRS, ATP depletion, Kinase-Glo luminescence; inhibition, % at 11.9 µM; 360,000 compounds, 0.4% hits;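 active = inhibition above a per-plate cutoff of the control wells' mean inhibition plus 3 SD, cut at about 5.5% in these data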;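 note: 0% = DMSO wells median and 100% = median of wells with control inhibitor compound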
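System: purified T. brucei MetRS enzyme / Detection: Kinase-Glo luciferase luminescence reporting remaining unconsumed ATP / Medium: HEPES buffer with MgCl2, KCl, DTT, spermine, BSA, pyrophosphatase / Replication: singlicate, one well per compound / Evaluation: percent inhibition relative to median high and low control wells / Schedule: 2 h aminoacylation at 25 °C after 15 min preincubation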
FAS TE block: blocks the thioesterase domain of human fatty acid synthase | P49327 | recombinant FAS-TE, OMFH fluorogenic substrate, fluorescence endpoint | inhibition, % at 15 µM | 360,000 compounds, 0.67% hits | AID 602261;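 active = compounds whose normalised, plate-corrected inhibition of enzyme fluorescence in the single-dose primary screen is 50% or more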;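 note: 0% = DMSO with enzyme and 100% = substrate without enzyme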
MsrA act: bovine methionine sulfoxide reductase A activation; AID 602163; activation, % at 10.6 µM; 360,000 compounds, 0.3% hits; purified bovine MsrA, absorbance read-out; in the data active = activation above about 7.5%;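 note: 0% = vehicle and 100% = reference activator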
* hit, by the source's call; i = inactive; . = not tested or not shown.

SMILES	Rin1-Abl PPI inh	CSN deneddyl inh	eLon inh	MLLE-PAM2 inh	MsrA inh	Neddylation inh	Tb MetRS inh	FAS TE block	MsrA act
O=C(NCc1ccco1)c1ccc(Cl)c(S(=O)(=O)N2CCc3ccccc32)c1	-5	-9	0	2	-1.6	i	-2.2	22	-7
O=C(NNC(=O)C1[C@H]2CCCC[C@@H]12)Nc1cccc2ccccc12 (some centres undefined)	-1	2	3	-10	-0.3	i	0.1	-3	-1
CCC(C)C(NS(=O)(=O)c1ccc(C)cc1)C(=O)NCCCN1CCOCC1 (centres undefined)	6	-4	-10	6	-0.3	i	-0.8	-3	-5
COc1cc(-c2nc(-c3ccccc3)c(-c3cccs3)[nH]2)cc(OC)c1O	0	-4	-5	10	1.9	.	0.8	15	-3
CC1=C(C(=O)N(C(C)C)C(C)C)CC(CC(=O)NC2CCCC2)C(=O)N1Cc1ccc(F)cc1 (centres undefined)	3	-1	0	-2	1.6	i	-0.9	-13	-6
Cc1ccc(CSc2nnc(-c3cccnc3)o2)cc1	-3	-2	-15	8	.	i	-0.2	-3	2
Cc1ccc(OCC(=O)NNC(=O)C2CCN(c3nc(C)cc(C)n3)CC2)cc1	-3	11	-1	5	-1.0	i	-0.2	-11	-3
COc1ccc(NC(=O)CCN2CCCC(C)C2)cc1 (centres undefined)	-1	9	-7	8	2.5	i	-1.4	-9	-4
COc1ccccc1C(=O)COC(=O)CCNS(=O)(=O)c1ccc(C)c(C)c1	1	1	7	11	-0.8	i	-0.6	8	-10
O=C1c2cccnc2C(O)N1Cc1cccs1 (centres undefined)	4	4	-4	-8	0.2	i	-0.3	-9	-1

Quoted at random: 7 records from the list.
SMILES	Rin1-Abl PPI inh	CSN deneddyl inh	eLon inh	MLLE-PAM2 inh	MsrA inh	Neddylation inh	Tb MetRS inh	FAS TE block	MsrA act
COc1ccccc1C(=O)COC(=O)CCNS(=O)(=O)c1ccc(C)c(C)c1	1	1	7	11	-0.8	i	-0.6	8	-10
COc1ccc(NC(=O)CCN2CCCC(C)C2)cc1 (centres undefined)	-1	9	-7	8	2.5	i	-1.4	-9	-4
CCC(C)C(NS(=O)(=O)c1ccc(C)cc1)C(=O)NCCCN1CCOCC1 (centres undefined)	6	-4	-10	6	-0.3	i	-0.8	-3	-5
CC1=C(C(=O)N(C(C)C)C(C)C)CC(CC(=O)NC2CCCC2)C(=O)N1Cc1ccc(F)cc1 (centres undefined)	3	-1	0	-2	1.6	i	-0.9	-13	-6
COc1cc(-c2nc(-c3ccccc3)c(-c3cccs3)[nH]2)cc(OC)c1O	0	-4	-5	10	1.9	.	0.8	15	-3
Cc1ccc(OCC(=O)NNC(=O)C2CCN(c3nc(C)cc(C)n3)CC2)cc1	-3	11	-1	5	-1.0	i	-0.2	-11	-3
O=C(NNC(=O)C1[C@H]2CCCC[C@@H]12)Nc1cccc2ccccc12 (some centres undefined)	-1	2	3	-10	-0.3	i	0.1	-3	-1

Continued:
SMILES	Rin1-Abl PPI inh	CSN deneddyl inh	eLon inh	MLLE-PAM2 inh	MsrA inh	Neddylation inh	Tb MetRS inh	FAS TE block	MsrA act
O=C(CN1CCOCCOCCN(CC(=O)Nc2ccccc2)CCOCC1)Nc1ccccc1	0	0	-11	3	-1.0	i	-0.9	-2	-2
O=[N+]([O-])/C=C\c1ccc(N2CCCC2)c(F)c1	-2	6	-446	-118	.	i	0.5	-2	-3
Cc1cc(C(=O)CSc2nc(N)cc(N)n2)c(C)n1CCc1ccc(F)cc1	-6	5	-3	-5	-0.2	i	-0.4	1	-3
O=C(Nc1ncc(Cc2cccc(C(F)(F)F)c2)s1)C1CCCO1 (centres undefined)	-2	5	-9	-30	0.0	i	0.1	11	-2
CN(Cc1ccc(OC(F)F)cc1)C(=O)c1ccccc1Sc1ccccc1C#N	-3	1	-6	10	-1.4	i	0.8	18	0
O=C(Nc1cccc(C(=O)Nc2ccc(Cl)cn2)c1)c1ccccc1	1	2	-8	-1	-0.1	i	-0.6	-3	-3
CC(C)NC(=O)CSc1nnc(-c2ccco2)n1N	3	2	-3	3	-0.6	i	-0.2	-6	-6
CCOc1ccc(-c2cc(C(=O)NN=C3CCN(C)CC3)[nH]n2)cc1	1	1	0	-33	-1.1	i	-0.3	-8	2
Cc1ccccc1OCC(=O)N/N=C/c1cccn1C	3	-1	1	4	0.9	i	-2.0	-13	-13
CCN(Cc1ccccc1)S(=O)(=O)c1cc(C(=O)O)ccc1OC	1	-4	-2	6	0.2	i	-0.2	-5	-4
CC(=O)c1cccc(NC(=O)c2csc(-n3nc(C)cc3C(F)(F)F)n2)c1	0	6	6	-10	0.6	i	0.3	-3	-2
CCC(Sc1nc(C)cc(=O)[nH]1)C(=O)Nc1nc(-c2ccccc2)cs1 (centres undefined)	-1	3	-2	18	-0.1	i	0.0	-1	-1
O=C(NCC(=O)N(CCN1CCOCC1)C(C(=O)NC1CCCC1)c1cccs1)c1ccco1 (centres undefined)	2	2	-1	-1	-0.4	i	-0.5	-6	-3
CCOc1ccc(Br)cc1S(=O)(=O)Nc1ccc(Cl)c(S(=O)(=O)N(C)C)c1	2	-2	-2	-2	-0.9	i	1.4	26	-1
O=C(NC1CCCCC1)N1CCC(c2nc(-c3ccc(S(=O)(=O)N4CCCC4)cc3)no2)CC1	1	-2	4	14	.	i	-1.2	3	-10
O=C(CCS(=O)(=O)Cc1ccccc1F)NCCc1ccc(Cl)cc1	-1	-8	5	-3	-1.2	i	0.3	-2	-3
S=C(NC1CCCCC1)N1CCCCC1	3	5	4	-147	1.2	i	-1.1	-2	-8
COc1ccc(NC(=S)N2C3CCC2CC(NC(=O)NC24CC5CC(CC(C5)C2)C4)C3)c(OC)c1 (centres undefined)	-3	-4	-14	-52	-1.1	i	-0.2	3	0
Cc1ccccc1N(C(=O)Cc1c[nH]c2ccccc12)C(C(=O)NC1CCCCC1)c1ccco1 (centres undefined)	-1	-9	-1	0	-0.3	i	-0.5	-2	-2
Cc1cc(C(=O)CSc2nc(N)cc(N)n2)c(C)n1C1CC1	1	3	-15	1	0.3	i	1.3	-4	-5
Cc1cccc(-n2cc(C(=O)O)c(=O)cc2C)c1	3	1	0	-10	-1.1	i	0.0	-6	-2
CC(NC(=O)COc1ccccc1)C(=O)NCc1ccccc1Cl (centres undefined)	2	-1	-2	13	1.3	i	0.5	-1	-3
CCCCC(C(=O)O)C(C)CC(=O)NNC(=O)c1ccco1 (centres undefined)	1	6	-12	-16	2.2	i	-0.3	-6	-4
COC(=O)C1=COC(OC2OC(CO)C(O)C(O)C2O)C2C(C)CC(=O)C12 (centres undefined)	3	7	-1	-4	-0.4	i	-0.3	0	-3
COc1ccc(CNC(=O)c2ccc(S(=O)(=O)N3CCCC3)cc2)cc1OC	-7	-4	-2	-8	-1.2	i	-1.0	-3	-4
CCCc1ccc(S(=O)(=O)N(C)S(=O)(=O)c2ccc(F)cc2)cc1	-2	5	-8	3	0.2	i	0.1	21	-2
CC(COc1ccccc1)N1CCC(CO)(CCc2ccccc2)CC1 (centres undefined)	0	-2	3	7	0.8	i	-0.5	-1	-1
COc1ccc2nc(NC(=O)c3ccoc3C)sc2c1	2	1	-3	-8	1.8	.	-3.1	-1	-1
COc1ccc(C(=O)CSc2nc(C)cc(C)n2)cc1[N+](=O)[O-]	-2	-3	3	5	11*	i	-0.4	-3	-3
O=C(COC(=O)[C@@H]1CCCN1S(=O)(=O)c1ccc(Cl)cc1)NCC(F)(F)F	-6	-11	20	-11	-1.4	i	-0.1	-6	-4
O=C(Nc1cccc(-c2csc(Nc3ccc(Cl)cc3)n2)c1)c1cc([N+](=O)[O-])cc(C(F)(F)F)c1	1	-1	-1	5	0.0	i	-0.1	41	-2
COc1ccc(-c2noc(=O)[nH]2)cc1	-3	-2	-15	4	-0.7	i	-1.1	-14	-1
O=C(NC(=S)N(Cc1ccccc1)c1ccccn1)C1CCCCC1	-1	-4	-1	-91	-0.5	i	0.2	-12	-4
Cc1cc(NC(=O)c2cc3ccccc3o2)ccc1NC(=O)c1ccccc1	3	3	0	8	0.5	.	0.8	22	-1
COc1cccc2cc(C(=O)NCCc3ccccc3)oc12	-4	0	-1	3	0.5	i	-0.5	6	-5
COC(=O)C1=C(C)Nc2c(c(=O)n(C)c(=O)n2C)C1c1cccnc1 (centres undefined)	-4	-4	-3	3	1.3	i	-0.2	1	1
COc1cccc(C(=O)Nc2nnc(SCC(=O)Nc3ccc(NC(C)=O)cc3)s2)c1	0	3	-3	3	1.0	i	0.1	-8	-1
COc1cccc(-c2coc3cc4oc(=O)c(CCC(=O)O)c(C)c4cc23)c1	0	0	-1	0	1.8	i	0.2	-4	-2
CC1CCCN(C(=O)Nc2cccc(NC(=O)N3CCCC(C)C3C)c2)C1C (centres undefined)	-4	-6	5	-1	-1.0	i	0.2	-5	2
O=C(/C=C/c1ccco1)OCn1nnc2ccccc2c1=O	3	7	5	5	-0.2	i	-0.2	0	-2
COc1ccc(COC(=O)c2sc3nc4n(c(=O)c3c2C)CCC4)cc1	-2	0	-2	-5	-1.2	i	-0.1	35	-1
COc1ccc(OC)c(NC(=O)C2CCCN2S(=O)(=O)c2cccc3nsnc23)c1 (centres undefined)	-3	1	7	-3	0.1	i	-0.4	0	-1
COc1ccccc1N1CCN(C(=O)CCc2nnc3ccc(N4CCC(C)CC4)nn23)CC1	5	3	-7	0	-0.8	i	-0.7	-1	-2
Cc1ccc(NC(=O)CS(=O)Cc2nc(-c3ccc(C)cc3)oc2C)cc1 (centres undefined)	-1	1	0	2	1.1	i	0.3	2	0
Cc1ccc(C(=O)Nc2nnc(-c3cccs3)s2)cc1C	-3	-8	10	-2	1.2	i	-0.6	-7	-1
Cc1cccc(CN2CCN(Cc3cnn(-c4ccccc4F)c3)CC2CCO)n1 (centres undefined)	-3	2	-1	-2	-0.1	i	-0.7	-8	-9
COc1ccc(OCc2cc(C(=O)NC(C)Cc3cnccn3)no2)c(Cl)c1 (centres undefined)	-2	5	2	-1	0.8	i	1.0	-9	0
COc1ccc(CNS(=O)(=O)c2ccc(NC(=O)N3CCCCC3)cc2)cc1	-1	-1	-8	12	1.2	i	-0.6	-2	-4
Cc1ccccc1C(=O)c1cccn1CC(=O)NCC(C)c1ccccc1 (centres undefined)	0	-7	-3	3	-0.3	i	-0.3	8	-1
COc1ccc(N(CC(=O)N2CCN(c3ccccc3F)CC2)S(=O)(=O)c2ccc(C)cc2)cc1	2	0	-10	-6	0.4	i	-0.2	26	-5
CCOC(=O)C1CCCN(C(=O)c2ccncc2)CC1 (centres undefined)	-4	-5	5	11	-0.5	i	0.5	-11	-2

Some of these compounds in order of count of non-hydrogen atoms, descending:
SMILES	Rin1-Abl PPI inh	CSN deneddyl inh	eLon inh	MLLE-PAM2 inh	MsrA inh	Neddylation inh	Tb MetRS inh	FAS TE block	MsrA act
O=C(NC1CCCCC1)N1CCC(c2nc(-c3ccc(S(=O)(=O)N4CCCC4)cc3)no2)CC1	1	-2	4	14	.	i	-1.2	3	-10
COc1cccc(-c2coc3cc4oc(=O)c(CCC(=O)O)c(C)c4cc23)c1	0	0	-1	0	1.8	i	0.2	-4	-2
CCOc1ccc(-c2cc(C(=O)NN=C3CCN(C)CC3)[nH]n2)cc1	1	1	0	-33	-1.1	i	-0.3	-8	2
